Source: PubChem (The Scripps Research Institute Molecular Screening Center)
phage Ecoli inh: E. coli growth loss with phage present; growth absorbance; 360,000 tested, 0.26% active; AID 651602; inhibition, % at 11.9 µM; in the data active = inhibition above about 11%
* hit, by the source's call. A portion of the library, so the mix of outcomes need not match the whole.

phage Ecoli inh	SMILES
4.7	CC(C)C[C@H]1CNC(=S)N1C[C@H]1CCCN1C[C@H](CC(C)C)N1C[C@H](Cc2ccc(O)cc2)N(CC2CCCCC2)C1=S
1.1	COCCCNc1ccn2nc(-c3ccc(CC(C)C)cc3)cc2n1
3.3	CCCC[C@@H]1CNC(=O)C(=O)N1CC1CCCCC1
1.7	CCCCCCCCN1C(=O)[C@H](CC(=O)N2CCCCC2)C[C@@]2(C(=O)OC)CC(C)(C)CC=C12
-2.6	CCCCOCCCNC(=O)C[C@@H]1C[C@@]2(C(=O)OC)CC(C)(C)CC=C2N(Cc2cccc3ccccc23)C1=O
-1.9	CC(C)CNC(=O)C1C(=O)Nc2ccccc2C(=O)N1C(C)(C)C (stereo not drawn)
3.4	O=C(Nc1ccc2c(c1)OCCO2)C(c1cc2ccccc2o1)N1CCN(C/C=C/c2ccccc2)CC1 (stereo not drawn)
2.0	COc1ccc(C(c2nnnn2C2CCCCC2)N2CCN(C/C=C/c3ccccc3)CC2)cc1 (stereo not drawn)
0.5	CC(C)C(=O)N1CCC1(C)C(=O)NCc1ccc(F)cc1Cl (stereo not drawn)
1.0	COCCNC(=O)C1(C)CCCN(C(=O)c2cccc(C(F)(F)F)c2)C1 (stereo not drawn)
5.3	COC(=O)C1=C(C)N(Cc2cccc(C(F)(F)F)c2)C(=NCc2ccc(OC)cc2)NC1c1ccccc1 (stereo not drawn)
2.6	CCc1nc2c(OCc3cccc(Cl)c3)cccn2c1N(C)C(=O)CC(C)C
1.0	O=C(c1cnc(Cc2c[nH]c3ccccc23)c(I)c1)N1CCN(Cc2ccccc2)CC1
2.3	Cc1cccc(CN2CCN(C3CN(Cc4cn(Cc5ccccc5F)nn4)S(=O)(=O)C3)CC2)c1 (stereo not drawn)
3.5	COC(=O)c1cnc(Nc2nc(C(N)c3ccccc3Cl)cs2)nc1C(F)(F)F (stereo not drawn)
1.5	Cc1ccc(-c2c(C(=O)c3ccc(Br)cc3)[nH]c(N)c2C(=O)NCc2ccc(Cl)cc2)cc1
2.0	CC(C)C[C@H]1CNC(=O)C(=O)N1C[C@H](Cc1ccc(O)cc1)NC(=O)CC12CC3CC(CC(C3)C1)C2
1.6	COCCNC(=O)C1(C)CCN(C(=O)c2sccc2C)C1 (stereo not drawn)
2.0	CC1(C(=O)NS(=O)(=O)c2ccc3c(c2)CCO3)CCN1C(=O)CCc1ccc(Cl)cc1Cl (stereo not drawn)
1.9	CNc1nc(NCc2ccc(C)cc2C)c2sccc2n1
1.9	CC(=Cc1ccccc1)C=C1SC(=S)N(CCCC(=O)Nc2ccc(C(=O)O)cc2)C1=O
2.6	Cc1ccc(F)c(S(=O)(=O)NC(=O)C2(C)CCN2C(=O)CCc2cccs2)c1 (stereo not drawn)
1.3	OC(c1ccc(F)cc1)c1ncc(-c2ccc3ccccc3c2)[nH]1 (stereo not drawn)
5.2	COc1ccc(C(O)c2ncc(-c3ccccc3)[nH]2)c(OC)c1 (stereo not drawn)
3.2	OC(c1ccc(F)c(F)c1)c1nc(-c2ccccc2)cs1 (stereo not drawn)
1.3	CCCC(=O)N1CCC1(C)C(=O)NCc1ccccc1SC (stereo not drawn)
4.1	CC1=C(C(=O)N2CCCCCC2)CC(CC(=O)NCCc2ccccn2)C(=O)N1CCCN1CCCC1=O (stereo not drawn)
3.9	Cc1ccc(C(O)c2ncc(-c3cccc(C(F)(F)F)c3)[nH]2)cc1 (stereo not drawn)
2.5	Cc1ccc(Cc2c(-c3ccc(Cl)cc3)nc3c(C)cc(Br)cn23)cc1
2.2	CCc1c(-c2ccc(F)cc2)ncn1CCc1ccccc1OC
0.5	CC1(C(=O)NS(=O)(=O)c2cccc(C#N)c2)CCN1C(=O)Cc1ccc(Cl)cc1Cl (stereo not drawn)
2.5	Cc1ccc(S(=O)(=O)Nc2ccc3c(c2)C(=O)N([C@@H](C)CO)C[C@@H](C)[C@@H](CN(C)C(=O)NC(C)C)OCCCC[C@H](C)O3)cc1

Copied from the list.
CC1(C(=O)NS(=O)(=O)c2cccc(C#N)c2)CCN1C(=O)Cc1ccc(Cl)cc1Cl (stereo not drawn) @ phage Ecoli inh: 0.5
OC(c1ccc(F)c(F)c1)c1nc(-c2ccccc2)cs1 (stereo not drawn) @ phage Ecoli inh: 3.2
CCCC(=O)N1CCC1(C)C(=O)NCc1ccccc1SC (stereo not drawn) @ phage Ecoli inh: 1.3
Cc1ccc(Cc2c(-c3ccc(Cl)cc3)nc3c(C)cc(Br)cn23)cc1 @ phage Ecoli inh: 2.5
Cc1ccc(S(=O)(=O)Nc2ccc3c(c2)C(=O)N([C@@H](C)CO)C[C@@H](C)[C@@H](CN(C)C(=O)NC(C)C)OCCCC[C@H](C)O3)cc1 @ phage Ecoli inh: 2.5
Cc1ccc(C(O)c2ncc(-c3cccc(C(F)(F)F)c3)[nH]2)cc1 (stereo not drawn) @ phage Ecoli inh: 3.9

The list goes on.
phage Ecoli inh	SMILES
3.3	COC(=O)C1=C(C)N(Cc2ccc(F)cc2)C(=S)NC1c1cccc(Cl)c1 (stereo not drawn)
4.7	COc1ccc(-c2[nH][nH]c(=O)c2NC(=O)c2ccccc2Br)cc1
1.3	O=[N+]([O-])c1ccc(COc2ccccc2CO)cc1
4.3	CCOC(=O)C1=CCC(c2ccccc2)N(S(=O)(=O)c2ccccc2[N+](=O)[O-])C1 (stereo not drawn)
2.1	O=c1c(-c2ccccc2)nc2ccccc2n1C(CCc1ccccc1)c1nc2ccccc2[nH]1 (stereo not drawn)
3.7	COc1ccccc1-c1cc2c(c3c1ccn3C)C1CCC2O1 (stereo not drawn)
4.4	CCCCCCCCN1C(=O)[C@@H](CC(=O)NCC2CCCCC2)C[C@@]2(C(=O)OC)C1=C[C@H](C(C)(C)C)O[C@@H]2C
2.5	C=C(C)Cn1c2ccc(NC(=O)NCc3ccccc3)cc2c(=O)n1C

The list goes on; the last 5 above are carried over.
phage Ecoli inh	SMILES
4.3	CCOC(=O)C1=CCC(c2ccccc2)N(S(=O)(=O)c2ccccc2[N+](=O)[O-])C1 (stereo not drawn)
2.1	O=c1c(-c2ccccc2)nc2ccccc2n1C(CCc1ccccc1)c1nc2ccccc2[nH]1 (stereo not drawn)
3.7	COc1ccccc1-c1cc2c(c3c1ccn3C)C1CCC2O1 (stereo not drawn)
4.4	CCCCCCCCN1C(=O)[C@@H](CC(=O)NCC2CCCCC2)C[C@@]2(C(=O)OC)C1=C[C@H](C(C)(C)C)O[C@@H]2C
2.5	C=C(C)Cn1c2ccc(NC(=O)NCc3ccccc3)cc2c(=O)n1C
1.2	COC(=O)[C@]12C[C@H](CC(=O)NCc3ccccc3)C(=O)N(CCC3=CCCCC3)C1=C[C@H](C(C)(C)C)O[C@@H]2C
-1.8	c1cc(-c2cnc3cccnn23)c2cccnc2c1
5.6	COc1ccc([C@H]2CC(=O)C[C@@H](CCn3cc(CCc4ccccc4)nn3)O2)cc1
1.9	CC1(C(=O)Nc2ccc3c(c2)OCO3)CCN1C(=O)c1ccccc1 (stereo not drawn)
7.1	COC(=O)C1=C(C)N(Cc2ccccc2C(F)(F)F)C(=NCc2ccccc2C(F)(F)F)NC1c1cccc(F)c1 (stereo not drawn)
0.0	Cc1ccc([C@H]2C(C(=O)O)=CCN2S(=O)(=O)c2ccc(C)cc2)cc1
1.6	CC(C)C[C@H]1COc2cccc(N3CCCC3)c2S(=O)(=O)N1
-0.9	COC(=O)[C@]12CCCCC=C1N(Cc1ccco1)C(=O)[C@H](CC(=O)NCCc1ccccc1OC)C2
1.1	CC(C)C[C@@H]1COc2cc(N3CCC[C@@H]3CO)ccc2S(=O)(=O)N1
2.1	CCOC(=O)CN1C(=O)[C@]2(OCCC=C[C@H]2C)c2cc(OC)ccc21
1.4	O=C(NCCCCO)c1c(-c2ccccc2)oc2c1C(OCCCCCO)CCC2 (stereo not drawn)
2.0	CCNC(=O)C1(C)CCCN(Cc2cccc3ccccc23)C1 (stereo not drawn)
3.1	O=C(c1[nH]c(C(F)(F)F)nc1-c1ccccc1)N1CCN(C/C=C/c2ccccc2)CC1
1.6	O=C(Nc1cccc(Cl)c1Cl)c1csc([C@H]2C[C@H](O)[C@@H](CO)O2)n1
4.2	CN(C)CCNc1ncnc2c1ncn2[C@H]1CN(Cc2cccnc2)C[C@@H](CO)O1
5.3	CCOC(=O)Cc1ccc(Nc2nc(NCc3cccs3)nc3ccsc23)cc1
3.0	CC(=O)N1C[C@@H](CO)[C@@H](N(C)C(=O)c2ccco2)C[C@H]1c1ccccc1
1.5	CCCCCCCCN1C(=O)[C@H](CC(=O)NCC23CC4CC(CC(C4)C2)C3)C[C@@]2(C(=O)OC)CCCCC=C12
1.9	COCCNC(=O)C1(C)CCCN(C(=O)c2cc(C)oc2C)C1 (stereo not drawn)
3.2	C[C@@H]1CN([C@@H](C)CO)C(=O)CCCn2cc(nn2)CO[C@H]1CN(C)C(=O)Nc1ccc(F)cc1
3.0	COC(=O)C1=C(C)N(Cc2ccc(C(F)(F)F)cc2)C(=NCc2ccccc2C(F)(F)F)NC1c1ccc(Cl)cc1 (stereo not drawn)
-0.3	C=CCN1[C@@H](C)[C@H](c2ccccc2)Oc2cccc(NCCc3ccccc3)c2S1(=O)=O
4.0	O=c1cc(CN(Cc2ccccc2)Cc2ccccc2)c2ccccc2o1
3.4	CCCCCN(C(=O)CCc1cn(CCCCC)c2ccccc12)c1ccc(N(C)c2ccccn2)cc1
3.7	N#Cc1ccc(-c2nc3ccc(Cl)cn3c2Cc2ccsc2)cc1
4.2	COc1ccc2c(c1)C(=O)O[C@@H](c1ccccc1)C[C@@H](O)C(=O)CC2
4.0	COC(=O)C[C@@H]1C=C[C@H](NC(=O)Nc2ccc(F)cc2)[C@@H](CO)O1
1.9	Cc1ccc(Cc2c(-c3ccc(Cl)cc3)nc3cc(C)c(Br)c(C)n23)cc1
4.3	CC(=O)Nc1cc(-c2ccc(N(C)C)cc2)cn2c(-c3ccc(F)cc3)cnc12
1.6	CCCCNC(=O)C1(C)CCCCN1C(=O)c1ccno1 (stereo not drawn)
6.7	O=C(Cc1ccccc1)NS(=O)(=O)c1ccccc1
1.3	CCOC(=O)C1CCCN(C(=O)c2cc(F)cc(F)c2)CC1 (stereo not drawn)
4.1	CCCCN(C(C)=O)c1c(CC)nc2ccc(C(=O)NCCCN(C)C)cn12
3.4	COc1ccc(-c2csc(C(NC(C)=O)c3ccccc3)n2)cn1 (stereo not drawn)
3.5	COc1ccc2cc(/C=N/NC(=O)CN(c3ccccc3OC)S(=O)(=O)c3ccccc3)c(Cl)nc2c1
3.9	O=C(c1ccccc1Cl)N1CCSCCS1(=O)=O
2.6	CC(C)CN1C(=O)CSCC1(C)C(=O)NCc1ccccc1 (stereo not drawn)
2.1	CC(=O)Nc1ccc(CN(C)c2c(C)nc3ccc(C(=O)NC4CCN(Cc5ccccc5)CC4)cn23)cc1
1.4	CC1(C(=O)NCc2ccc(Cl)cc2)CCN1C(=O)Cc1cccc2ccccc12 (stereo not drawn)
-0.3	FC(F)C(F)(F)Oc1cccc(Nc2nccn3c(-c4cccc5cccnc45)cnc23)c1
-1.8	CCCc1c(-c2ccc(F)cc2F)ncn1Cc1ccccc1OC
1.7	CCOc1ccc(CCN2C(=S)N([C@@H](CC(C)C)CN3CCC[C@@H]3CN3C(=S)NC[C@@H]3CC(C)C)C[C@@H]2CC(C)C)cc1
2.9	CNc1cncc(-c2cc(OC)ccc2OC)n1
1.4	Cc1ccc2[nH]c3c(N4CCN(Cc5ccc6c(c5)OCO6)CC4)ncnc3c2c1
0.9	CCNC(=O)C1(C)CCN(C(=O)c2c(-c3ccccc3)noc2C)C1 (stereo not drawn)
3.3	Cn1c(=O)c2cc(NC(=O)NCc3ccc(Cl)cc3Cl)ccc2n1Cc1ccccc1
2.5	CC(C)C[C@H]1CN(CCCC[C@H]2CNC(=O)C(=O)N2CCc2ccccc2)C(=O)C(=O)N1CC1CCCCC1
0.6	CCCCn1nnnc1C(c1cc2ccccc2o1)N1CCN(c2ncccc2C#N)CC1 (stereo not drawn)
3.2	Cc1ccccc1-c1cccc2c3c([nH]c12)[C@@H]1C[C@H]2[C@@H](C(=O)N1CC3)[C@H](C)ON2C
2.4	CC(C)[C@@H]1NC(=O)[C@@H]2CSCCS(=O)(=O)N2C1=O
3.0	COC(=O)C1=C(C)N(Cc2ccc(Br)cc2)C(=S)NC1c1ccccc1 (stereo not drawn)
1.4	COC(=O)c1ccc2nc(-c3ccc(C)cc3)c(Cc3ccccc3OC)n2c1
2.3	CCNC(=O)C1CCCN(C(=O)c2ccccc2)CC1 (stereo not drawn)
1.7	CN(C)C(=O)C1=NOC2(C1)C(=O)Nc1ccccc12 (stereo not drawn)
1.3	CCCS(=O)(=O)NC(=O)C1(C)CCCN(C(=O)c2cc(-c3cccs3)oc2C)C1 (stereo not drawn)
-0.9	Cc1ccc([C@@H]2CC(=O)[C@@H]3CN(S(=O)(=O)c4ccc(C)cc4)[C@H](c4ccccc4F)C[C@@H]3N2S(=O)(=O)c2ccc(C)cc2)cc1

Following part.
phage Ecoli inh	SMILES
0.5	Brc1ccccc1C1Cc2nnccc2CN1 (stereo not drawn)
0.1	Cc1ccc(S(=O)(=O)N2C[C@H]3C(=O)C[C@@H](c4ccccc4F)N(S(=O)(=O)c4ccc(C)cc4)[C@H]3C[C@H]2c2ccccc2F)cc1
3.3	CC(C)[C@@H]1Cc2[nH]n(C)c(=O)c2[C@H](c2ccc(Cl)cc2)O1
4.0	CNC(=O)C1Cc2c(-c3ccc(Cl)cc3)ccnc2O1 (stereo not drawn)
1.1	O=C(NCc1cccnc1)C1Cc2c(-c3ccc(Cl)cc3)ccnc2O1 (stereo not drawn)
3.9	COc1ccc(C(C)(O)c2nc(-c3cccc(NC(C)=O)c3)cs2)cc1 (stereo not drawn)
1.4	Cc1cccc(C)c1NC(=O)C1(C)CSCC(=O)N1CCc1ccccc1 (stereo not drawn)
3.6	COC(=O)C1=C(C)N(Cc2ccccc2C(F)(F)F)C(=NCc2ccccc2)NC1c1cccc(F)c1 (stereo not drawn)
0.3	CN(C)CCN(Cc1ccccc1)C(c1cc2ccccc2o1)c1nnnn1C(C)(C)C (stereo not drawn)
2.1	COc1cccc(C(O)c2nc(-c3ccc4ccccc4c3)cs2)c1 (stereo not drawn)
-1.2	COc1cccc(-c2ncn(CCc3ccccc3OC)c2CC(C)C)c1
0.8	O=C(Nc1nnc([C@@H]2C[C@H](O)[C@@H](CO)O2)s1)c1cccc(Oc2ccccc2)c1

Fetched by structure from above (three):
phage Ecoli inh	SMILES
1.4	Cc1cccc(C)c1NC(=O)C1(C)CSCC(=O)N1CCc1ccccc1 (stereo not drawn)
1.9	CNc1nc(NCc2ccc(C)cc2C)c2sccc2n1
1.4	Cc1ccc2[nH]c3c(N4CCN(Cc5ccc6c(c5)OCO6)CC4)ncnc3c2c1
